# Bioassay records from PubChem.
# West Nile antiviral: inhibition of WNV-induced cytopathic effect – cell-based, CPE readout (AID 1621) | West Nile virus-infected cells, CPE inhibition; higher % means a stronger effect | CPE inhibition, % at 10 µM, or IC50 in µM where a hit was titrated | hit rate 0.02% among 290,000; in the data active = a potency from the dose series; inconclusive = CPE inhibition mostly from about 3.7% at the one dose, without a potency; inactive = the rest, 99 in 100 with CPE inhibition below about 2.2%; also: strong numbers were not always called active
# K1F lysis inhibition: inhibition of K1F phage lysis, E. coli UTI89, bacterial capsule biogenesis inhibitors, alamar blue (AID 488966) | E. coli UTI89 K1F phage lysis, alamar blue, 2 h; higher % means a stronger effect | one-dose inhibition, % at 100 µM; IC50 in µM for titrated hits | hit rate 0.02% among 340,000;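 active = phage lysis inhibition, versus mean bacterial control, above a set limit; inconclusive = no clear call, values can overlap the other calls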;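 also: capsule biogenesis inhibitors block K1F phage lysis so surviving cells raise fluorescence; higher fluorescence means more inhibition of phage lysis; actives were called in the ten point dose series up to 300 µM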
# Large T inhibition: SV40 large T antigen inhibitors, biochemical (AID 1903) | SV40 large T antigen ATPase/helicase inhibition assay; higher % means a stronger effect | inhibition, % at 20 µM; hits with a dose series show IC50 in µM | hit rate 0.39% among 310,000; in the data active = a potency from the dose series; inconclusive = inhibition mostly from about 32% at the one dose, without a potency; inactive = the rest, 99 in 100 with inhibition below about 32%; also: strong numbers were not always called active
# RSV CPE inhibition: inhibition of RSV-induced cytopathic effect – HEp-2 cells, primary 10 µM value included (AID 2391); HEp-2 cells, RSV-induced CPE inhibition; higher % means a stronger effect; CPE inhibition, % at 10 µM, or IC50 in µM where a hit was titrated; hit rate 0.13% among 310,000; in the data active = a potency from the dose series; inconclusive = CPE inhibition mostly from about 23% at the one dose, without a potency; inactive = the rest, 99 in 100 with CPE inhibition below about 21%; also: strong numbers were not always called active
# Dengue-2 NS5 capping: Dengue-2 NS5 methyltransferase inhibitors, primary screen, biochemical, confirmation dose response (AID 588689); inhibition, % at 25 µM, or IC50 in µM where a hit was titrated; Dengue-2 NS5 methyltransferase capping enzyme assay, biochemical; higher % means a stronger effect; hit rate 0.3% among 340,000; in the data active = a potency from the dose series; inconclusive = inhibition above about 29% without an active follow-up result
# Rac1 GTP hydrolysis: MgcRacGAP GTPase-activating activity inhibitors, confirmation, biochemical, ADP Hunter fluorescence; MgcRacGAP-stimulated Rac1 GTP hydrolysis, ADP Hunter fluorescence; higher % means a stronger effect; GST-tagged Rac1 F28L mutant substrate; inhibition, % at 30 µM, or IC50 in µM where a hit was titrated; hit rate 0.6% among 340,000;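 active = first-screen hits whose inhibition reached a set limit at any dose in the follow-up dose series; inconclusive = inhibition above the set first-screen limit but never retested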;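 also: fluorescence reports GDP produced by GAP-driven GTP hydrolysis; strong numbers were not always called active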
# AID2073: inhibitors of Mint1-CaV2.2 protein interaction, biochemical, HTRF (AID 2073); hit rate 0.19% among 290,000; inhibition, % at 20 µM, or IC50 in µM where a hit was titrated; HTRF protein-protein interaction, Mint1-CaV2.2; higher % means a stronger effect; in the data active = inhibition mostly above about 51%, no sharp cut-off; inconclusive = no clear call, values can overlap the other calls; inactive = mostly below about 53%; also: some results filed as inactive read as strong as hits
# SIAH1 antagonists: Siah-1 peptide-binding antagonists, primary screen, biochemical, fluorescence polarization, rhodamine-plectin, uHTS (AID 1817) | Siah-1 / rhodamine-plectin peptide fluorescence polarization; higher % means a stronger effect | hit rate 0.02% among 290,000 | displacement, % at 20 µM; hits with a dose series show IC50 in µM;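 active = displacement of at least 50% at 20 µM, with a fluorescence ratio check between 0.3 and a set limit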;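 also: plate controls were Siah plus tracer with DMSO for no effect and tracer alone without Siah for full effect; strong numbers were not always called active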
# NTR1 ag: agonists of NTR1, primary screen, imaging, U2OS cells, beta-arrestin-GFP, high content (AID 493036); hit rate 0.17% among 330,000; NTR1-U2OS beta-arrestin-GFP spot imaging, agonist mode; P30989; activation, % at 20 µM;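 active = activation at or above 40% of the spot to cytoplasm intensity ratio, with at least 20 cells analyzed; inconclusive = wells under 20 cells, flagged as cytotoxic or low count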;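 also: 0% = DMSO without peptide and 100% = 100 nM NTR1 peptide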
# Target sequence (P30989 whole entry, looked up): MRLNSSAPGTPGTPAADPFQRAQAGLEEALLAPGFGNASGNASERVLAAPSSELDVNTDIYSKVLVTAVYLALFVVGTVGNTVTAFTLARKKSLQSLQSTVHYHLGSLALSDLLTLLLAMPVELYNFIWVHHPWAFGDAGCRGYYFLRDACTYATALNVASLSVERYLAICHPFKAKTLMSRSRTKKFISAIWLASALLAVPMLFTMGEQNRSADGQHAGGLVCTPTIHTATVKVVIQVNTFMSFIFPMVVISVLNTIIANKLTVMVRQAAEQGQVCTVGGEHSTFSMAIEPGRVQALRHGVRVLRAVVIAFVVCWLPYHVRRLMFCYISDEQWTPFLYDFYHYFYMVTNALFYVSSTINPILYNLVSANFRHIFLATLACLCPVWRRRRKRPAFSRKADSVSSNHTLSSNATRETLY
# NTR1 ag cell count 20 µM: recorded beside NTR1 ag, whose call it bears; cell count; measured here: cell count, cytotoxicity flag
# Dengue-2 NS5 capping pilot replicate: further read-out of Dengue-2 NS5 capping, marked with its call; inhibition, %; measured here: pilot screen replicate inhibition
# * hit, by the source's call; ? = inconclusive; . = no result given; [ ] = remark or other dose.
# The opening 5 compounds as a preview:
SMILES,West Nile antiviral,K1F lysis inhibition,Large T inhibition,RSV CPE inhibition,Dengue-2 NS5 capping,Rac1 GTP hydrolysis,AID2073,SIAH1 antagonists,NTR1 ag,NTR1 ag cell count 20 µM,others
CCOc1ncccc1C(=O)Nc1ccc(Cl)c(S(=O)(=O)N2CCCC2)c1,-1.7%,0.3%,-7%,10%,0%,3%,8%,2%,4.6,55,
Cn1cnc([N+](=O)[O-])c1SCCO,0.2%,0.8%,17%,1.1%,-5%,11%,-15%,-3%,-1.7,46,
Cc1cc(NC(=O)c2ccc(Cl)c(S(=O)(=O)N3CCOCC3)c2)no1,-0.1%,1.9%,6%,2.0%,2%,9%,-9%,-2%,0.3,31,
Cc1ccccc1NC(=O)CCN1CCCC1,0.1%,0.9%,22%,-0.2%,-2%,4%,27%,4%,-0.4,41,
CCn1cc(C2N3CC4(C)CN2CC(C)(C3)C4=O)c2ccccc21 (stereo unspecified),0.0%,6.2%,-2%,2.4%,-3%,8%,-2%,1%,-1.5,93,

# The listing (from the top)
SMILES,West Nile antiviral,K1F lysis inhibition,Large T inhibition,RSV CPE inhibition,Dengue-2 NS5 capping,Rac1 GTP hydrolysis,AID2073,SIAH1 antagonists,NTR1 ag,NTR1 ag cell count 20 µM,others
CCOc1ncccc1C(=O)Nc1ccc(Cl)c(S(=O)(=O)N2CCCC2)c1,-1.7%,0.3%,-7%,10%,0%,3%,8%,2%,4.6,55,
Cn1cnc([N+](=O)[O-])c1SCCO,0.2%,0.8%,17%,1.1%,-5%,11%,-15%,-3%,-1.7,46,
Cc1cc(NC(=O)c2ccc(Cl)c(S(=O)(=O)N3CCOCC3)c2)no1,-0.1%,1.9%,6%,2.0%,2%,9%,-9%,-2%,0.3,31,
Cc1ccccc1NC(=O)CCN1CCCC1,0.1%,0.9%,22%,-0.2%,-2%,4%,27%,4%,-0.4,41,
CCn1cc(C2N3CC4(C)CN2CC(C)(C3)C4=O)c2ccccc21 (stereo unspecified),0.0%,6.2%,-2%,2.4%,-3%,8%,-2%,1%,-1.5,93,
COc1ccc(/C=C/C(=O)NC(CCSC)C(=O)O)cc1 (stereo unspecified),-0.5%,-0.4%,15%,-1.0%,-1%,-7%,11%,-2%,-1.2,28,
CSCSC1=C(C#N)C(c2ccccc2Cl)C(C(C)=O)=C(C)N1 (stereo unspecified),-0.9%,-0.6%,0%,19%,1%,7%,5%,4%,2.2,44,
COc1ccc(-c2cc(C(=O)Nc3cc(S(=O)(=O)N4CCOCC4)ccc3N3CCOCC3)c3ccccc3n2)cc1,0.3%,0.8%,16%,1.9%,-9%,1%,47%,8%,0.2,44,
Cc1cc(NC(=O)c2ccc(F)cc2)no1,1.1%,0.4%,8%,0.7%,.,0%,10%,1%,0.1,53,
Cc1ccc(S(=O)(=O)NCC(=O)OCC(=O)N(CCC#N)c2ccccc2)cc1,.,-3.5%,.,.,-4%,2%,.,.,-0.7,49,
O=C(CSc1nnc2c(n1)[nH]c1ccc(S(=O)(=O)N3CCOCC3)cc12)Nc1ccc(F)c(F)c1,1.1%,0.2%,8%,1.7%,-2%,15%,4%,-3%,0.6,44,
CC(=O)Nc1cccc(OCC(=O)Nc2ccc(F)cc2)c1,.,0.1%,2%,-0.1%,0%,9%,-3%,2%,-0.4,83,
COCCNc1ncnc2c1cnn2Cc1ccccc1Cl,0.7%,0.2%,26%,0.1%,-4%,4%,17%,2%,0.3,48,
O=C(c1cc2c(s1)CCCC2)N1CCN(S(=O)(=O)c2ccccc2)CC1,.,0.4%[50 µM],8%,1.3%,2%,6%,.,.,2.1,62,
CC#CC(=O)N1CCC(n2nccc2NC(=O)c2ccc3c(c2)OCO3)CC1,0.7%,0.0%,-4%,4.4%,2%,10%,21%,-2%,-0.5,41,
O=C(Cn1c(-c2cncs2)nc2ccccc21)NC1CCCC1,.,2.9%,4%,1.6%,-5%,8%,4%,5%,9.7,87,
CC(C)C[C@@H](C(=O)NCC1CCCO1)N1C(=O)N2CCc3c([nH]c4ccccc34)[C@@]2(C)C1=O (stereo partly specified),-0.7%,1.5%,9%,-0.3%,2%,-10%,-7%,3%,-2.5,70,
Cc1cc(Br)ccc1NC(=O)C1CSC2(C)CCC(=O)N12 (stereo unspecified),.,1.3%[50 µM],6%,-3.0%,3%,2%,.,.,-0.3,72,
CC(C)[C@H](NC(=O)c1ccco1)C(=O)N(C)Cc1c(F)cccc1Cl,-0.8%,0.2%,11%,2.1%,-4%,0%,1%,9%,0.8,54,
CC(=O)N1CCN(CCS(=O)(=O)c2ccc(Br)cc2)CC1,.,0.4%[50 µM],.,-0.6%,4%,0%,.,.,-0.3,59,
Cc1cc(C)c(-c2cc(C(=O)Nc3c(C)n(C)n(-c4ccccc4)c3=O)[nH]n2)c(O)c1,-0.3%,0.2%,0%,1.4%,-4%,5%,18%,0%,1.3,96,
CCOC(=O)C1CCN(S(=O)(=O)c2c[nH]c(=O)[nH]c2=O)CC1,.,0.9%[50 µM],10%,-1.7%,4%,-7%,.,.,-0.7,59,
Cc1ccc(Cl)cc1NC(=O)NCc1cccnc1,-0.6%,0.0%,7%,0.9%,4%,5%,6%,5%,0.4,105,
COc1ccc(/C=N\NC(=O)c2ccccc2OC)cc1COc1ccccc1C,-0.4%,0.5%[50 µM],-44%,3.2%,-3%,4%,8%,0%,4.9,46,
CCOCC(=O)Nc1cc(Cl)c(OC)cc1OC,-0.8%,.,-22%,-0.5%,.,.,44%,4%,0.0,43,
COc1nc(-c2ccccc2)nnc1-c1ccccc1,-1.2%,0.2%,7%,.,-4%,8%,2%,6%,.,.,
CCOC(=O)c1c(-c2ccco2)csc1NC(=O)CSc1nnc(N)s1,-0.3%,0.2%,11%,8.2%,-6%,7%,4%,-10%,0.4,52,
CCCOc1ccc(-c2nnn(CC(=O)N3CCC(C)CC3)n2)cc1,-0.8%,-0.7%,-2%,19%,-3%,4%,-1%,-1%,1.2,59,
COc1cc(OC)cc(-c2c(-c3ccc(F)cc3)c3cc(-c4cccc5[nH]ccc45)ccc3n2C)c1,.,0.1%,.,10%,-7%,6%,.,.,0.5,52,
CCn1ncc(/C=C/C(=O)NCc2cnn(C)c2C)c1C,0.8%,1.4%,12%,0.8%,-7%,5%,1%,-1%,-0.9,80,
O=C(O)c1cccc(S(=O)(=O)Nc2cccc3ccccc23)c1,-0.1%,0.5%,-7%,1.6%,-7%,8%,7%,2%,0.7,52,
COc1cccc(C2C(C(C)=O)=C(O)C(=O)N2CCc2c[nH]c3ccccc23)c1 (stereo unspecified),-0.3%,2.4%,13%,0.1%,0%,16%,-2%,4%,0.1,47,
CCCCCCc1ccc(N2C[C@H](CCCCC)[C@@H](CC(=O)NCc3ccccc3)C2=O)cc1,-1.2%,2.5%,6%,-3.7%,-11%,9%,6%,-1%,5.1,96,
O=C(OC(C(=O)c1c[nH]c2ccccc12)c1ccccc1)c1cnccn1 (stereo unspecified),-0.1%,0.6%[50 µM],8%,0.3%,11%,-1%,15%,2%,0.9,52,
CC(C)[C@H](NS(=O)(=O)c1ccccc1)C(=O)OCC(=O)NC(=O)c1cccn1C,0.7%,-0.4%,6%,-0.7%,0%,8%,2%,2%,-1.4,49,
CCOc1ccc(CN2CCN(Cc3cc4ccccc4o3)CC2CCO)cc1 (stereo unspecified),0.2%,-0.6%,6%,3.6%,-4%,5%,-2%,2%,0.6,40,
CC(=O)Nc1sc(C)c(C)c1C(=O)OCC(=O)N(CC(C)C)c1c(N)n(Cc2ccccc2)c(=O)[nH]c1=O,.,0.5%[50 µM],10%,-3.4%,-7%,8%,.,.,5.2,62,
CCOc1ccc(-n2ccn(CC(=O)NCCc3ccccc3)c(=O)c2=O)cc1,.,1.0%[50 µM],.,.,-11%,8%,.,.,-1.2,68,
COc1cc(Cl)c(C)cc1NC(=O)CSc1nnc(-c2ccco2)n1CC(C)C,0.6%,-0.6%,17%,11%,1%,12%,3%,-2%,2.9,57,Dengue-2 NS5 capping pilot replicate=0.0
Nc1c(S(=O)(=O)c2ccccc2)c2nc3ccccc3nc2n1C1CC1,0.0%,0.5%,4%,-0.2%,-9%,7%,8%,4%,-1.2,45,
Cc1ccc(Sc2ncccc2C(=O)N(C)Cc2cccs2)c(C)c1,-0.8%,-0.1%,8%,2.4%,1%,9%,-3%,2%,1.0,54,
O=C(COc1cccc2cccnc12)Nc1ccccc1,-0.6%,-0.2%,22%,-0.2%,2%,3%,-3%,2%,-1.1,35,
CCOc1ccc(/C=C/C(=O)c2ccccc2)cc1,-0.8%,0.3%,-3%,0.6%,-8%,8%,?,-2%,6.9,79,
O=C(COC(=O)c1ccc2c(c1)S(=O)(=O)N=C1CCCCCN12)NCc1cccs1,0.5%,0.2%,6%,0.2%,-3%,-9%,-8%,-1%,0.8,73,
O=c1nc(Nc2ccccc2)sc2ccc([N+](=O)[O-])cc12,-0.1%,1.6%,4%,2.3%,-7%,8%,21%,15%,-0.9,56,
Cc1ccccc1Nc1nc(N)nc(CN2CCN(Cc3ccc4c(c3)OCO4)CC2)n1,-0.8%,0.3%,2%,0.1%,-1%,9%,12%,4%,-0.6,42,
CCN(c1cccc(C)c1)S(=O)(=O)c1cccc2nsnc12,.,-0.1%,2%,1.2%,4%,6%,-6%,-1%,-0.2,78,
CN(C1=C(NC(=O)c2ccc(Cl)cc2)C(=O)c2ccccc2C1=O)c1ccccc1,-1.5%,-0.3%[50 µM],3%,-0.7%,-9%,15%,-6%,4%,14,39,
CCOC(=O)c1cc(-c2ccccc2C)n(Cc2cc(C)no2)n1,.,1.0%,.,1.6%,3%,8%,.,.,2.8,49,
CC(C)c1ccc(NC(=O)CCNS(=O)(=O)c2cc(Br)cnc2N)cc1,-1.2%,0.2%,12%,1.4%,-3%,-5%,5%,8%,7.7,55,
Cc1nnc(-c2cnn(C)c2N)n1CCCN1CCOCC1,0.3%,0.1%,7%,2.9%,-5%,4%,1%,21%,1.3,64,
CCS(=O)(=O)N1CCC(C(=O)N2CCc3ccccc3C2)CC1,.,0.3%,15%,-0.1%,2%,13%,-1%,5%,0.5,51,
COCCNC(=O)CSc1nc2ccccc2c(=O)n1-c1cccc(OC)c1,-0.4%,4.7%,3%,-1.1%,-6%,12%,2%,2%,2.0,67,
CCn1c(=O)c2ccccc2n(CC(=O)N2CCCc3ccccc32)c1=O,0.2%,0.3%,12%,1.8%,-9%,11%,11%,-3%,-2.1,40,
